Bioassay records: PubChem BioAssay, several laboratories
STAT1 act: activators of IFN-gamma induced STAT1 signaling; NIH 3T3 STAT1-luciferase reporter, luminescence; 100% = IFN-gamma alone, no compound; activation (% of control), % at 5.5 µM; 2.6% of 200,000 active;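 active = activation above the screen-wide mean activation plus 3 SD, cut at about 130% in these data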;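 note: raw ratio to IFN-gamma control signal so 100% means no change and 0% no light; values of inactives mirror those of a sister screen read the other way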
Diaph act CS: diaphorase activation or chemical reduction counter-screen; AID 1229; Diaphorase/resazurin coupled assay, resorufin fluorescence, 16 min; stronger effect = higher value; 1 = vehicle wells, 0 = NADH-free wells; activation factor at 20 µM; 0.005% of 190,000 active;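 active = diaphorase activity raised at least twofold by the compound at 20 µM; inactive = activation factor below 2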
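Assay system: Purified diaphorase enzyme from Clostridium kluyveri | Amount: Enzyme 0.07 U/mL final | Dosing: Compound 20 µM once, DMSO 1% | Timing: 16 min reaction at room temperature | Detection: Fluorescence, excitation 544 nm and emission 590 nm | Evaluation: Higher resorufin formation from activation or reduction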
STAT3 activator: increases IL-6 driven STAT3 reporter signal; U3A cells, IL-6 STAT3-luciferase reporter, luminescence; 100% = signal with IL-6 EC80 alone; AID 871; activation (% of control), % at 5.6 µM; 0.91% of 190,000 active;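 active = activation above the screen-wide mean of compound activation plus 3 SD, cut at about 130% in these data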;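 note: 0% = background luminescence of wells with medium and substrate only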
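Material: STAT3-luciferase reporter U3A cells; Probe or stimulus: IL-6 (33 ng/mL); Incubation: compound pre-incubation 1 h before IL-6, then 6 h stimulation at 37 °C; Technique: luminescence from STAT3-driven luciferase reporter; Evaluation: % activation versus median of IL-6-stimulated wells; Controls: IL-6-only high control.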
APP 5UTR inh: APP translation inhibition | SH-SY5Y APP 5'UTR-luciferase reporter, luminescence | inhibition, % at 2 µM | 0.82% of 190,000 active | AID 1285;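 active = inhibition above a set limit, derived from the sample mean plus 3 SD, cut at about 45% in these data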; note: values of inactives mirror those of a sister screen read the other way
STAT1 inh: inhibitors of IFN-gamma induced STAT1 signaling | NIH 3T3 STAT1-luciferase reporter, luminescence | inhibition, % at 5.5 µM | 0.35% of 200,000 active | AID 920;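 active = inhibition above a set limit, the mean inhibition across all tested compounds plus 3 SD, cut at about 34% in these data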;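 note: 0% = IFN-gamma with DMSO and 100% = IFN-gamma with 300 µM nifuroxazide; values of inactives mirror those of a sister screen read the other way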
TLR4 MyD88 comp: blocks binding of human TLR4 to MyD88. O00206+Q99836. HeLa CL3-4 TLR4/MyD88 BLA complementation, FRET ratio. inhibition, % at 8.4 µM. 0.18% of 200,000 active; in the data active = inhibition above about 25%;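 note: 0% = vehicle and 100% = reference inhibitor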
Target sequence (O00206 whole entry, looked up): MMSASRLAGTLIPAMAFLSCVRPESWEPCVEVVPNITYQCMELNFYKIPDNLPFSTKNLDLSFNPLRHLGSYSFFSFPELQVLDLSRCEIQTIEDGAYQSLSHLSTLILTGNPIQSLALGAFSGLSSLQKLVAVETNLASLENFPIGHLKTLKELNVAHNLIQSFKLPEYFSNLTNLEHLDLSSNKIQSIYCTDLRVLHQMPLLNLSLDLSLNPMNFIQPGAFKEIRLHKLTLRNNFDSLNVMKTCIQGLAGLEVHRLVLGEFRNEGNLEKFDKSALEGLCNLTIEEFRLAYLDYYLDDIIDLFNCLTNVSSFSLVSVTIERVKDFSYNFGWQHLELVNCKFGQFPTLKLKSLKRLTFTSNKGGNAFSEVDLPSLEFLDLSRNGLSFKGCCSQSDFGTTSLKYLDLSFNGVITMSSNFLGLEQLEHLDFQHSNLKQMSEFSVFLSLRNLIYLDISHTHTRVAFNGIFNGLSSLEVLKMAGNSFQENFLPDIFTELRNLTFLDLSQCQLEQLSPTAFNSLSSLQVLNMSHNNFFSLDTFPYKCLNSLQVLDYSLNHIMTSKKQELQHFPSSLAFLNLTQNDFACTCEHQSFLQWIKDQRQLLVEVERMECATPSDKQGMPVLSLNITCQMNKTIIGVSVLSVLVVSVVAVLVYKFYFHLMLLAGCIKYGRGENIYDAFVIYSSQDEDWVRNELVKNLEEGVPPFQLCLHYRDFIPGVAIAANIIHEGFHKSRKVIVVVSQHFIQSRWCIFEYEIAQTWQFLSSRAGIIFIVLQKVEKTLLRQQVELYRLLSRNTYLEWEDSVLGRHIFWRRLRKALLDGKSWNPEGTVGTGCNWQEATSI
Target sequence (Q99836 whole entry, looked up): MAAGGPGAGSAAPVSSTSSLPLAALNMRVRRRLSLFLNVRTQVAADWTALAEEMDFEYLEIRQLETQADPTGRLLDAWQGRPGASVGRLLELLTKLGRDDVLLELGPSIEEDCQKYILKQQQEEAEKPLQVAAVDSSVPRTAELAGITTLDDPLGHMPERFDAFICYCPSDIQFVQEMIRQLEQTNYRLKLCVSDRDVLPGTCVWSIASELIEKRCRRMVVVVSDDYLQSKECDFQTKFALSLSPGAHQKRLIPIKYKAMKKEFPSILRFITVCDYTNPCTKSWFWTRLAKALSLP
Diaphorase inh: diaphorase inhibition or chemical oxidation counter-screen; diaphorase resazurin-to-resorufin fluorescence, NADH, 16 min; bacterial (C. kluyveri) enzyme, not human; inhibition, % at 20 µM; 0.69% of 190,000 active; AID 1217;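 active = primary screen inhibition at 20 µM above a set limit, cut at about 50% in these data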;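 note: plate controls were DMSO with full reaction for no effect and wells lacking NADH for full effect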
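System: Bacterial diaphorase enzyme (C. kluyveri) | Incubation: 16-min room-temperature incubation before reading | Benchmarks: No-NADH positive control and DMSO neutral control | Measured by: Resorufin fluorescence 544/590 nm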
Hsp70 act: switches on Hsp70 transcription | 0.04% of 200,000 active | HeLa Hsp70 promoter luciferase reporter, luminescence; scaled: vehicle 0, proteasome-inhibitor control 100% | AID 1203 | activation, % at 10 µM;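 active = activation above the mean across all tested compounds plus 3 SD, cutoff set per campaign, cut at about 5.5% in these data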;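 note: 100% = MG132 at 30 µM as the positive control and 0% = DMSO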
STAT3 blocker: inhibitors of IL-6 induced STAT3 signaling | U3A cells, IL-6 STAT3-luciferase reporter, luminescence; host cell line lacks STAT1 | 0.89% of 190,000 active | inhibition, % at 5.5 µM;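 active = inhibition above the mean inhibition across all screened compounds plus 3 SD, cut at about 44% in these data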;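 note: 0% = DMSO only wells and 100% = 100 µM nifuroxazide control wells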
G6PDH CS: counter-screen for G6PDH assay hits: L. mesenteroides G6PDH inhibition | Purified L. mesenteroides G6PDH, diaphorase/resazurin coupled fluorescence, 45 min | inhibition, % at 5 µM | 0.12% of 200,000 active | AID 1020; in the data active = inhibition above about 50%
* marks the source's active call; other numbers are inactive results; x = no result given.

SMILES | STAT1 act | Diaph act CS | STAT3 activator | APP 5UTR inh | STAT1 inh | TLR4 MyD88 comp | Diaphorase inh | Hsp70 act | STAT3 blocker | G6PDH CS
CC(C)(CCl)C(=O)Nc1ccc(Sc2ccc(F)cc2)cc1 | 85.2 | 1 | 101.5 | -14.1 | 16.5 | 9.6 | -0.9 | 0.6 | -0.5 | 5.4
COc1ccc(CCNC(=O)C(=O)NCc2ccccn2)cc1 | 94.5 | 1.2 | 104.0 | -14.8 | 5.5 | 4.2 | -16.8 | -0.1 | -0.8 | 9.8
CC(C)(C)c1ccc(-c2nc(C=O)c3ccccn23)cc1 | 99.4 | 1 | 99.7 | -4.2 | 0.6 | -0.5 | 4.8 | 0.0 | 5.3 | 4.2
O=C(NCc1ccccn1)C(=O)NCC(c1ccco1)N1CCOCC1 (configuration not stated) | 107.1 | 1.1 | 104.6 | -0.8 | -8.0 | 1.3 | -14.7 | 0.0 | -1.5 | 5.6
CCn1cc(C(=O)NCc2cccc(F)c2)c(=O)c2cc(F)c(N3CCN(C(=O)c4ccco4)CC3)cc21 | 93.7 | 0.9 | 82.4 | 24.1 | 6.8 | -2.1 | 6.1 | -0.3 | 25.6 | 1.7
C=CCn1c(SCC(=O)Nc2ccccc2)nnc1-c1cccc(S(=O)(=O)N2CCOCC2)c1 | 97.8 | 0.9 | 107.0 | -13.8 | 2.4 | -17.3 | 9.6 | -0.3 | 2.0 | 6.4
CC1CCCCC1NC(=O)C1CCN(C(=O)NC2CCCCC2)CC1 (configuration not stated) | 99.0 | 1.1 | 102.7 | -14.8 | 1.1 | 6.4 | -5.6 | -0.5 | 1.1 | -5.1
Cc1cc(C)nc(SCc2ccc(C(=O)N/N=C3\CCCC(=O)C3)cc2)n1 | 93.0 | 1.1 | 100.5 | -1.8 | 6.1 | -5.7 | -9.1 | -0.3 | 0.7 | -3.7
CCN1C(=O)/C(=C2\C=Cc3cc(C)ccc3N2CC)OC1=S | 105.0 | 0.9 | 84.2 | -0.1 | -3.8 | 2.7 | 11.3 | 0.2 | 20.3 | 8.6
CCOC(=O)C1=C(C)Nc2ccccc2N=C1NC(=O)Cc1ccc(Cl)c(Cl)c1 | 95.8 | 0.8 | 113.9 | -10.6 | 4.8 | -9.5 | 16.5 | -0.2 | -5.4 | 8.7
CCN(c1ccccc1)S(=O)(=O)c1cccc(C(=O)OCc2nc3sc(C)c(C)c3c(=O)[nH]2)c1 | 100.7 | 0.8 | 100.0 | 15.7 | -0.7 | -0.9 | 17.1 | -0.1 | 3.0 | -15.1
CC1CC1C(=O)OCC(=O)Nc1cccc([N+](=O)[O-])c1 (configuration not stated) | 96.9 | 1 | 93.7 | 20.6 | 3.0 | -2.2 | 3.7 | -0.2 | 11.5 | -4.6
CN(C(=O)COC(=O)c1ccc(S(=O)(=O)N2CCCC2)cc1)c1ccccc1 | 95.6 | 1 | 102.2 | -11.2 | 5.3 | -6.8 | -3.6 | -0.3 | -2.0 | 1.3
CCCCN(CC)Cc1c(C)[nH]c2ccccc2c1=O | 103.8 | 0.8 | 101.4 | -10.7 | -2.6 | 10.6 | 15.3 | 0.2 | 1.4 | -5.9
CC(C)CN1CCC(C(=O)NCC2CCCO2)CC1 (configuration not stated) | 100.2 | 0.9 | 102.4 | 13.7 | 4.7 | 2.5 | 9.6 | -0.3 | -1.5 | 14.6
OCCNCC(O)Cn1c2ccccc2c2ccccc21 (configuration not stated) | 92.0 | 1 | 95.1 | 7.2 | 7.1 | -8.5 | -3.2 | -0.2 | 8.0 | 10.9
CCOC(=O)C(C)N1C(=O)S/C(=C/c2cc(C)n(-c3ccncc3)c2C)C1=O (configuration not stated) | 92.8 | 0.9 | 92.7 | -7.7 | 6.0 | -5.6 | 14.7 | 0.1 | 10.8 | 5.2
CNC(=S)NNC(=O)c1sc2cc(C(F)(F)F)cnc2c1-c1ccccn1 | 102.5 | 0.9 | 96.3 | -17.8 | -2.7 | 7.9 | 8.5 | -0.2 | 8.9 | -1.5
CC1Cc2ccccc2N1C(=O)CSc1ncccc1C(=O)O (configuration not stated) | 100.4 | 0.9 | 103.1 | -6.0 | -0.4 | -20.9 | 9.6 | -0.6 | 4.0 | -1.8
CC(C)(C)NC(=O)C(c1cccnc1)N(C(=O)c1ccc(Cl)nc1)C1CCCC1 (configuration not stated) | 104.5 | x | 101.9 | 11.7 | -6.8 | 2.4 | x | -0.1 | 0.1 | 9.6
CCOC(=O)C1(Cc2cccc(Cl)c2)CCCN(C(=O)c2cccc(C)n2)C1 (configuration not stated) | 95.2 | 0.8 | 96.3 | -13.1 | 3.1 | -1.9 | 24.2 | -0.4 | 7.7 | 19.4
CCCN(CCC)CCNc1c(NC2CCN(C(=O)OCC)CC2)c(=O)c1=O | 101.5 | 0.9 | 99.1 | -13.1 | -1.7 | -3.1 | 13.3 | 0.2 | 9.6 | -0.9
CC(=O)N1CCCc2cc(S(=O)(=O)N3CCc4ccccc4C3)ccc21 | 105.4 | 0.9 | 99.0 | -24.8 | -7.6 | 2.9 | 10.5 | -0.4 | 5.5 | -11.5
CC(NC(=O)COc1ccccc1)C(c1cccs1)N1CCCC1 (configuration not stated) | 91.8 | 0.9 | 93.2 | -11.3 | 7.6 | 10.0 | 7.3 | -0.2 | 15.4 | -4.0
C/C(=N\NC(=O)c1cc2ccccc2cc1O)c1ccc2c(c1)OCO2 | 100.9 | 0.7 | 101.1 | -17.5 | -1.0 | -0.4 | 30.2 | -0.2 | 6.5 | 1.3
SMILES | STAT1 act | Diaph act CS | STAT3 activator | APP 5UTR inh | STAT1 inh | TLR4 MyD88 comp | Diaphorase inh | Hsp70 act | STAT3 blocker | G6PDH CS
C=CCOC(=O)C1C(=O)CC(C)(O)C(C(=O)OCC=C)C1c1ccc(OCC)cc1 (configuration not stated) | 95.0 | 1 | 103.7 | -5.8 | 5.4 | 10.8 | -1.5 | -0.1 | -1.3 | 18.0
O=C(O)c1cc([N+](=O)[O-])ccc1NCc1ccccc1Cl | 89.7 | 0.9 | 93.0 | 9.7 | 11.6 | -0.2 | 8.0 | -0.2 | 13.8 | -1.5
Cc1cc(CNC(=S)Nc2ccc(Br)cc2Cl)nn1C | 99.2 | 0.9 | 103.3 | -9.0 | -1.3 | -4.3 | 10.7 | -0.4 | 2.7 | 8.4
O=C(c1cn(-c2ccc(Cl)c(Cl)c2)nn1)C1CC1 | 110.0 | 1 | 123.9 | -15.5 | -10.7 | 13.4 | -1.9 | -0.1 | -22.1 | 1.7
Cc1c(C(=O)N2CCc3ccccc3C2)oc2ccc(S(=O)(=O)N3CCCCCC3)cc12 | 102.4 | 0.8 | 103.0 | -1.3 | -2.6 | -5.2 | 20.3 | -0.5 | -6.0 | -1.5
CCCNC(=S)N1CCC(C(=O)c2ccc3c(c2)OCCO3)CC1 | 96.5 | 0.9 | 86.3 | -17.8 | 1.7 | 7.0 | 13.1 | -0.3 | 23.0 | 27.4
O=C(NCCCN1CCOCC1)c1ccc(CNS(=O)(=O)c2ccc(Br)cc2)cc1 | 105.5 | 1.1 | 89.3 | -0.4 | -6.0 | -2.4 | -5.1 | -0.2 | 19.6 | 3.0
CSc1ccccc1C(=O)Nc1nc2ccccc2[nH]1 | 111.4 | 0.8 | 96.2 | -125.6 | -12.2 | 7.1 | 15.5 | -0.2 | 9.1 | 10.1
CCOC(=O)N1CCN(C(=O)CCN2C(=O)COc3ccc(C)cc32)CC1 | 100.0 | 1 | 103.3 | -10.4 | 0.0 | -5.8 | 3.9 | -0.1 | 2.2 | -4.1
NC(=O)C1CCN(C(=O)c2cc(S(=O)(=O)N3CCOCC3)c(Cl)cc2Cl)CC1 | 96.9 | 0.9 | 99.0 | -8.1 | 3.4 | 2.3 | 7.5 | 1.3 | 6.0 | 2.1
CCN(CC)C(=O)Cn1cc(S(=O)(=O)CC(=O)NCCc2ccc(OC)c(OC)c2)c2ccccc21 | 97.9 | 0.8 | 104.9 | -21.1 | 1.2 | -15.2 | 25.0 | 0.0 | -4.7 | 3.2
CC(C)Oc1ccc(Cn2c(-c3ccco3)n[nH]c2=S)cc1 | 102.8 | 0.9 | 98.9 | -8.4 | -3.0 | -4.8 | 14.1 | 0.0 | 2.4 | 1.4
COc1cc(OC)c(OC)cc1/C=C/C(=O)c1ccc(NS(=O)(=O)c2ccc(C)cc2)cc1 | 98.1 | 0.7 | 95.5 | -9.2 | 2.1 | 16.7 | 32.8 | -0.4 | 3.3 | -3.6
CCC(CC)c1nc(C#N)c(NCc2ccccc2)o1 | 94.0 | 0.8 | 89.8 | 2.1 | 6.7 | 5.5 | 23.1 | 0.0 | 13.1 | -1.4
COc1ccc(NC(=S)N2CCN(C/C=C/c3ccccc3)CC2)cc1OC | 105.6 | 0.9 | 95.7 | 8.0 | -6.2 | 11.3 | 12.3 | -0.4 | 5.7 | 1.6
Cc1nc(SCC(=O)Nc2ccccc2C(F)(F)F)c2c(=O)n(C)c(=O)n(C)c2n1 | 101.9 | x | 100.9 | -9.5 | -2.1 | -2.1 | x | -0.1 | 2.9 | x
CCOC(=O)c1sc(NC(=O)c2ccco2)c(C#N)c1C | 106.1 | 0.9 | 90.1 | 11.1 | -6.7 | -5.0 | 13.0 | -0.4 | 14.8 | 0.5
CCOC(=O)c1c(NC(=O)COC(=O)c2ccccn2)sc2c1CCC2 | 96.4 | 0.8 | 95.7 | 7.8 | 4.0 | 8.4 | 23.7 | -0.2 | 4.4 | -17.3
NC(=O)C1CNc2ccccc2O1 (configuration not stated) | 102.5 | 1 | 156.2* | -3.5 | -2.7 | -6.8 | 3.4 | -0.2 | -66.6 | -4.2
CCN(C(=O)CSc1cc(C)c2ccccc2n1)C1CCS(=O)(=O)C1 (configuration not stated) | 96.5 | 0.9 | 98.6 | -12.7 | 2.0 | -0.7 | 7.4 | 0.3 | 11.8 | 7.1
COc1cccc(N/N=C(\C#N)S(=O)(=O)C(C)(C)C)c1 | 94.8 | 0.9 | 97.2 | 11.7 | 5.4 | -9.3 | 9.6 | -0.4 | 7.9 | 3.0

Arranged by value in APP 5UTR inh (largest number first): 3 of the compounds above
SMILES | STAT1 act | STAT3 activator | APP 5UTR inh | STAT1 inh | TLR4 MyD88 comp | Hsp70 act
CCC(CC)c1nc(C#N)c(NCc2ccccc2)o1 | 94.0 | 89.8 | 2.1 | 6.7 | 5.5 | 0.0
NC(=O)C1CCN(C(=O)c2cc(S(=O)(=O)N3CCOCC3)c(Cl)cc2Cl)CC1 | 96.9 | 99.0 | -8.1 | 3.4 | 2.3 | 1.3
Cc1nc(SCC(=O)Nc2ccccc2C(F)(F)F)c2c(=O)n(C)c(=O)n(C)c2n1 | 101.9 | 100.9 | -9.5 | -2.1 | -2.1 | -0.1
